Assay outcomes (PubChem BioAssay)
SRC3 inh = SRC3 coactivator transcriptional activity inhibitors, primary screen, cell-based, luminescence. HEK293 GAL4-SRC3 luciferase reporter. inhibition, % at 3.6 µM. 360,000 compounds, 0.17% hits. AID 588352, 2011;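 active means inhibition above a per-campaign cutoff, the mean of all compounds plus 3 SD, cut at about 60% in these data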;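 further: 0% = DMSO-treated cells and 100% = gossypol-treated cells at 36 µM; higher means less SRC3-driven luciferase light from the GAL4 reporter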
Target sequence (Q9Y6Q9 whole entry, looked up, the tested form may be a part): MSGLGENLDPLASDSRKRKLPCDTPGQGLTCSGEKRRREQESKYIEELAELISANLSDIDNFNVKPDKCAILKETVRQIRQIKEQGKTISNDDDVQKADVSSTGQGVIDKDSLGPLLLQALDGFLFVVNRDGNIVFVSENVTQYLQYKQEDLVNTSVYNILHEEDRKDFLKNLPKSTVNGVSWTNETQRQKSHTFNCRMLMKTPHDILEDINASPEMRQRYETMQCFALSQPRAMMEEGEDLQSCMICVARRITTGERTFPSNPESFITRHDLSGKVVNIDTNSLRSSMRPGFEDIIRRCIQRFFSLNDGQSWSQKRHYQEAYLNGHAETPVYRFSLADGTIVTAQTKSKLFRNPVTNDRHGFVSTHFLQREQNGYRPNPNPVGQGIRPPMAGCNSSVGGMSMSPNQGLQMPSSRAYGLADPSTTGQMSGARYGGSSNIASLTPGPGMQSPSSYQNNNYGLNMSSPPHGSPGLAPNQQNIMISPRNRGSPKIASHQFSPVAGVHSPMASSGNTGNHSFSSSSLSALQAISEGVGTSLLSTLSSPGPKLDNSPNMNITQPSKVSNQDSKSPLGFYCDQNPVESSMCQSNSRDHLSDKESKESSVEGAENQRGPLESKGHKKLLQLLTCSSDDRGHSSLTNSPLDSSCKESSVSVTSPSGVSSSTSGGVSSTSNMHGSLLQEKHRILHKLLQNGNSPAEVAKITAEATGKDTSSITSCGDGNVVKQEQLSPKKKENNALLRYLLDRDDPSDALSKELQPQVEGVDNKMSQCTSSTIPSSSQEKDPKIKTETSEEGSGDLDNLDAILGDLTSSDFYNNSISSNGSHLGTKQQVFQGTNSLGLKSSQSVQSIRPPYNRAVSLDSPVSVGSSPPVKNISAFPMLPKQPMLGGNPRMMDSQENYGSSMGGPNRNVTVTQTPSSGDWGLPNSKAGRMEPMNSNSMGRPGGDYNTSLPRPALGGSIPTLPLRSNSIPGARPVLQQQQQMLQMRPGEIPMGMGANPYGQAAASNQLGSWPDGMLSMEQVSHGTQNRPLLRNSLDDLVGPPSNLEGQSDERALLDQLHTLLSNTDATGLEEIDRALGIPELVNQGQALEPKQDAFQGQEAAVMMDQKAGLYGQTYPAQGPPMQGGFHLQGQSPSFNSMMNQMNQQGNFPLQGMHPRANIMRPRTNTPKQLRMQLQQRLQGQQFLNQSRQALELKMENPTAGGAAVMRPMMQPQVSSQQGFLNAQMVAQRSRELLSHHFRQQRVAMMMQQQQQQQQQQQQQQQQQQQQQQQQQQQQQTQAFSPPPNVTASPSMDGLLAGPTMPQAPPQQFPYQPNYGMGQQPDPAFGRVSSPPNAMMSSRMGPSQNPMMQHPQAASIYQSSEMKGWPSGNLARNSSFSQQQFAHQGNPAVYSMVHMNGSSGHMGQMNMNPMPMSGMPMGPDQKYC
TLR9-MyD88 block = inhibitors of TLR9-MyD88 association in cells, primary screen, cell-based, CHO, BLA complementation, fluorescence. AID 504734, 2011. Toll-like receptor 9 (Homo sapiens) + Myeloid differentiation primary response protein …. 340,000 compounds, 0.21% hits. inhibition, % at 4.98 µM. CCF4 FRET ratio;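 active means inhibition above the mean over all tested compounds plus 3 SD, cut at about 21% in these data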;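 further: 0% = DMSO only wells and 100% = clavulanate BLA inhibitor control wells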
TRAIL sens C8 = viability loss with TRAIL in NB7+C8 cells, primary screen, TRAIL sensitizer project, cell-based, ATPlite luminescence; inhibition (viability loss, TRAIL sensitization), % at 10 µM; 360,000 compounds, 1% hits; AID 624354, 2012;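 active means compounds causing at least 50% loss of cell viability in the single-dose screen, relative to plate controls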
NR2F2 inh = NR2F2 transcriptional activity inhibitors, primary screen, cell-based, luciferase reporter, HEK293T, luminescence. COUP transcription factor 2 (Homo sapiens), P24468. HEK293T NGFI-A luciferase reporter. inhibition, % at 8.6 µM. 370,000 compounds, 0.7% hits. AID 686940, 2013;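 active means inhibition above a per-plate cutoff, mean inhibition of test wells between control levels plus 3 SD, cut at about 38% in these data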;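 further: cells cotransfected with COUP-TFII expression vector driving the NGFI-A reporter; 0% = median of COUP-TF2 test wells and 100% = reporter-only cells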
EBV LMP1 NFkB = EBV LMP1-driven NF-kappaB luciferase reporter inhibitors, primary screen, cell-based, luminescence, single point. LMP1-induced NF-kappaB luciferase reporter cells. 350,000 compounds, 0.69% hits. AID 504558, 2011. inhibition, % at 12.5 µM; in the data active means inhibition above about 41%; inconclusive means no clear call, values can overlap the other calls;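 further: 0% = neutral control wells and 100% = reference inhibitor control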
SRC2 inh = inhibition of GAL4-SRC2 driven luciferase reporter, primary screen, SRC2 inhibitor project, cell-based, luminescence; AID 651957, 2012; HEK293 GAL4-SRC2 luciferase reporter; 370,000 compounds, 0.17% hits; Nuclear receptor coactivator 2 (Homo sapiens), Q15596; inhibition, % at 9 µM;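 active means inhibition above the mean inhibition of all tested compounds plus 3 SD, set per campaign, cut at about 52% in these data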;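 further: 0% = DMSO treated cells and 100% = cells given Gossypol at 36 µM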
NOD2-RIPK2 inh = NOD2-RIPK2 binding disruptors in cells, primary screen, fluorescence, CHO cells, BLA complementation; 360,000 compounds, 0.38% hits; AID 624267, 2012; inhibition, % at 4.98 µM; Receptor-interacting serine/threonine-protein kinase 2 (Homo sapiens), O43353; CCF4 ratio; in the data active means inhibition above about 21%;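 further: 0% = vehicle only and 100% = reference blocker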
NR5A2 inv ag = LRH-1 (NR5A2) inverse agonists, primary screen, cell-based, luminescence, HEK293T, StAR-luciferase reporter. Nuclear receptor subfamily 5 group A member 2 (Homo sapiens), O00482. LRH-1 transfected, 24 h. inhibition, % at 3.6 µM. 360,000 compounds, 0.13% hits;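 active means inhibition above the mean inhibition of all tested compounds plus 3 SD, cut at about 73% in these data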;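 further: 0% = DMSO wells and 100% = reporter-only cells lacking LRH-1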
SRC1 inh = SRC1 coactivator transcriptional activity inhibitors, primary screen, cell-based, luminescence; Nuclear receptor coactivator 1 (Homo sapiens), Q15788; HEK293 GAL4-SRC1 luciferase reporter; inhibition, % at 3.6 µM; 360,000 compounds, 0.12% hits;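 active means inhibition above the campaign mean plus 3 SD, with each screening campaign given its own cutoff, cut at about 60% in these data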;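 further: 0% = DMSO treated cells and 100% = gossypol at 36 µM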
Vif imaging = HIV Vif self-association inhibitors, primary screen, imaging, HEK293T, single point | inhibition, % at 7.49 µM | HEK293T cells, Vif self-association by quenched fluorescence, 24 h | 340,000 compounds, 0.35% hits; in the data active means inhibition above about 50%, passing the limit was not always enough; inconclusive means no clear call, values can overlap the other calls; inactive means below about 31%; further: some results filed as inactive read as strong as hits
TROY signal inh = inhibitors of TROY-driven NF-kB signaling, primary screen, Q293 LMP1-TROYcd cells, NF-kB luciferase, uHTS | Q293 LMP1-TROYcd NF-kB luciferase reporter, 4 h | AID 1347056, 2019 | inhibition, % at 10 µM | 360,000 compounds, 0.98% hits;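 active means compounds whose plate-normalised and pattern-corrected inhibition of the luciferase reporter signal at the single screening dose is 50% or more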
* marks the source's active call; other numbers are inactive results; ? = inconclusive; · = no result given.

SMILES	SRC3 inh	TLR9-MyD88 block	TRAIL sens C8	NR2F2 inh	EBV LMP1 NFkB	SRC2 inh	NOD2-RIPK2 inh	NR5A2 inv ag	SRC1 inh	Vif imaging	TROY signal inh
O=C(O)C(Cc1c[nH]c2ccccc12)N1C(=O)C2C3c4ccccc4C(c4ccccc43)[C@@H]2C1=O (stereo partly drawn)	12.8	16.2	9.7	-16.4	-6.7	-4.2	0.4	2.4	5.6	-0.3	1.3
CCOC(=O)c1cnc(SCc2ccc(C(C)(C)C)cc2)nc1N	4.2	3.1	-10.4	-18.4	-2.5	-12.5	-2.8	6.0	-21.1	-27.4	-0.8
COc1ccc(Nc2ccc(Cl)cc2)c(C(=O)O)c1	12.7	-6.3	-12.7	2.7	0.7	-22.7	-1.0	17.2	-14.7	-0.3	6.0
Cc1ccc(Oc2nc(-c3ccccc3)ncc2S(=O)(=O)c2ccc(C)cc2)cc1	6.3	2.2	0.5	5.1	-3.0	1.7	-8.8	11.7	-12.6	-3.0	-11.8
O=C(COc1ccc2ccccc2c1)NNC(=O)c1cnccn1	-1.6	2.3	-4.8	-5.7	1.0	0.7	-4.4	9.8	15.5	2.0	8.1
CCOC(=O)C1CCCN(C(=S)Nc2cccc(Cl)c2)C1 (stereo not drawn)	11.6	-6.8	-3.0	-2.7	-0.3	-13.8	-5.0	10.6	-1.5	-3.9	11.9
Nc1cc(=O)[nH]c(SCC(=O)c2ccc(F)cc2)n1	-8.8	-11.5	1.0	-0.5	-5.4	-21.8	2.7	7.9	-0.5	?	26.8
O=C(CNC(=O)c1ccncc1)N/N=C/c1ccccn1	11.6	2.6	6.8	-4.8	13.0	3.8	-12.5	6.5	-7.0	58.7*	-21.0
S=c1[nH]nc(-c2cc3c(s2)-c2ccccc2CC3)o1	-28.6	11.7	-11.9	-42.5	-27.8	-43.9	30.4*	-16.3	-47.0	-2.4	-54.6
O=C(Nc1nnc(-c2ccccc2SCc2ccccc2)s1)Nc1ccccc1F	15.0	-1.2	7.6	·	-42.4	·	-12.8	-52.4	8.8	-5.9	-11.8
O=C(NC1CCCCCC1)C1CCCN(S(=O)(=O)c2cnc[nH]2)C1 (stereo not drawn)	14.0	4.7	6.4	8.4	1.4	-1.3	-2.3	25.5	-4.5	-4.1	6.1
CC12CC(NC(=O)N1c1cccc(C(=O)NCc3ccccn3)c1)c1ccccc1O2 (stereo not drawn)	4.2	-1.3	-4.2	9.2	-9.7	0.9	1.1	-1.2	-18.3	-8.8	-0.9
CC1=NN(C(=O)c2ccccc2F)C(O)(c2ccc(Cl)cc2)C1 (stereo not drawn)	-48.1	5.8	1.2	-19.8	8.7	-9.1	-7.0	-109.8	-41.4	0.1	-22.4
COc1ccc(CCNC(=O)Cc2ccc(OC)c(OC)c2)cc1OC	17.8	0.9	-3.1	3.0	-4.2	-2.2	11.4	3.0	6.3	16.0	7.9
COC(=O)c1ccc(NS(=O)(=O)c2ccccc2)o1	7.8	5.3	-5.5	6.9	4.4	7.0	-6.8	2.4	10.9	0.2	-14.6
CC(=O)C1=C(C)OC(N)=C(C#N)C1c1cccc([N+](=O)[O-])c1 (stereo not drawn)	5.8	6.3	-0.3	-9.5	-5.7	13.7	-17.2	-3.5	-13.4	1.8	-10.4
O=C(c1cc2ccccc2c(=O)o1)N1CCc2ccccc2C1	0.6	-12.2	4.6	-1.6	-10.9	-15.3	-13.6	-11.9	-2.1	-4.2	-18.8
CCCNC(=O)Nc1ccc(C(F)(F)F)cc1	-5.9	-3.5	10.5	-11.6	-0.8	-20.5	-16.1	-33.7	-21.2	-2.5	-33.3
CC1CCN(CCCCOc2ccccc2Br)CC1	15.4	-0.4	6.8	7.2	7.0	-7.8	5.6	-6.8	-3.1	1.6	-7.3
O=C(COC(=O)c1cc(S(=O)(=O)N2CCOCC2)ccc1F)Nc1cc([N+](=O)[O-])ccc1F	-8.7	6.4	-11.4	-0.5	-0.3	2.1	-7.7	-10.3	-11.7	26.1	3.6
CCC(=O)Nc1ccc2c(c1)ncn2-c1ccccc1	-33.3	5.4	2.5	-45.5	-7.2	-63.0	-8.2	-96.2	-65.7	2.2	-71.5
CCCCN1CCC(=O)C(C(=O)OCC)=C1C(=O)OCC	-1.8	1.2	-9.5	5.6	-7.7	3.2	7.0	-7.8	4.9	-2.2	5.9
CCOC(=O)C1=CCN(S(=O)(=O)c2ccccc2Br)C1c1ccc(C)cc1 (stereo not drawn)	9.7	·	13.3	-9.2	·	5.2	-4.8	1.1	1.4	·	-7.8
N=c1n(Cc2ccccc2Cl)c2ccccc2n1CC(O)c1ccco1 (stereo not drawn)	12.2	6.5	-3.4	-9.8	-11.2	-3.6	12.0	-2.4	5.3	8.8	4.3
O=C(Nc1ccon1)C(Sc1ccccc1)c1ccccc1 (stereo not drawn)	15.6	12.9	-11.5	20.3	3.1	0.8	1.4	-11.6	-7.8	-2.2	-8.6
CCOC(=O)/C(=C/c1ccc(Cl)cc1)NC(=O)c1ccco1	14.6	-2.5	-6.1	5.4	7.5	-12.1	-0.2	6.6	1.7	5.6	11.4
O=C(Cn1nc(-c2ccco2)ccc1=O)Nc1ccc(Br)cc1	23.5	-5.6	2.2	2.9	-3.7	6.0	-4.2	16.2	-14.5	-3.0	7.5
Cc1ccc(C(=O)NCC(=O)N2CCc3ccccc3C2)cc1C	3.0	1.5	-9.8	0.1	6.2	-3.3	-10.1	5.4	11.0	-6.6	-15.1
CCOc1ccc(NC(=S)Nc2ccc(OCc3ccccc3)cc2)cc1	7.2	-9.6	3.8	0.5	-5.5	-0.3	-2.4	-23.6	-10.5	15.4	-61.6
COc1ccccc1CNC(=O)C1=C(C)C(=O)OC12CCC(C)CC2 (stereo not drawn)	9.3	3.2	-6.9	4.6	0.1	-11.2	-3.6	-5.7	2.2	1.6	-3.2
O=C(CSc1nc2ccccc2[nH]1)Nc1ccc2c(c1)CCC2	5.5	-0.5	0.6	-12.2	-14.8	16.6	-1.5	-7.5	7.5	-5.0	-31.3
O=C(CSc1nnc(-c2ccccc2)n1-c1ccc(Cl)cc1)NNC(=S)Nc1ccccc1	-0.2	-5.8	-7.6	-15.7	2.9	-1.8	-2.1	-3.2	7.8	7.8	7.4
COC(=O)c1cn(C(C)C(=O)NCc2ccco2)c2ccccc12 (stereo not drawn)	11.5	-15.6	-3.7	-6.3	-3.1	-11.3	4.0	-8.2	-3.1	-0.6	-1.1
O=C(CN1CCN(c2ccc(F)cc2)CC1)c1ccc2c(c1)OCO2	-1.5	1.1	-3.7	-10.0	-19.7	15.3	-3.9	16.4	-0.1	-0.8	-23.4
CCN(CC)CCCNC(=S)N1CCn2c(nc3ccccc32)C1	13.3	-1.3	-0.1	-14.8	-9.1	-22.8	1.0	0.4	4.4	-7.5	-0.2
Cc1cc(N2CCOCC2)nc(-c2ccc([N+](=O)[O-])cc2)n1	-5.3	-13.6	-7.0	6.7	-3.1	-27.9	-8.0	11.8	-18.8	-1.7	1.7
COc1ccc(S(=O)(=O)NC2CCCCC2)cc1C(=O)N1CCCCC1	14.4	-1.8	0.1	14.6	6.8	7.7	8.9	12.2	-3.2	0.9	-14.5
Cc1cc(NC(=O)CCCS(=O)(=O)c2nc(-c3cccs3)cc(C(F)(F)F)n2)no1	-43.1	20.2	-6.5	-8.9	-0.2	8.9	67.6*	-69.7	-23.6	?	66.4*
O=S(=O)(Nc1cccc2ncccc12)c1cccc(C(F)(F)F)c1	16.3	1.1	-12.3	0.9	4.4	-6.7	1.2	5.0	-15.5	0.1	9.1
O=C(/C=C/c1cccc(Cl)c1)Nc1ccncc1	-19.5	-2.6	0.9	-14.4	-6.2	-8.8	-4.5	-8.4	-11.1	-4.5	-35.8
COc1ccc(CN2CCCCCC2)cc1OC	20.8	·	15.4	34.0	·	1.0	-9.3	-0.2	-3.0	7.2	12.2
COC(=O)c1ccc(NC(C)=O)o1	13.1	1.3	16.7	-13.9	-10.4	18.9	-11.4	9.8	-13.7	-0.6	12.3
O=C(/C=C/c1cccs1)N1CCC2(CC1)Oc1ccc(F)cc1C(=O)C21CC(c2ccc(Cl)cc2)=NO1 (stereo not drawn)	0.2	-0.9	22.6	-4.0	-1.2	3.8	1.3	0.1	-4.2	6.1	5.8
CC1CCCN(Cc2nc3c(c(=O)n(C)c(=O)n3C)n2Cc2c(F)cccc2Cl)C1 (stereo not drawn)	15.4	-1.4	34.5	0.2	-8.9	13.5	-4.3	7.8	-30.3	19.5	-8.0
Cc1cc(C)n2nc(SCC#N)nc2n1	-4.6	3.0	3.7	3.0	4.8	-7.2	3.5	3.5	-6.3	0.2	-12.2
CC1(C)NC(=O)N(CCCCOc2cccc(C(F)(F)F)c2)C1=O	8.8	1.4	-11.3	4.1	4.1	21.7	-7.4	4.5	0.4	0.5	-8.5
O=C(Nc1nnc(CCN2CCCCC2)s1)c1ccc(Br)cc1	-9.2	0.9	-7.4	-7.8	0.5	-11.0	-1.8	-4.8	-7.0	-1.6	-61.3
COc1cc2ccccc2cc1C(=O)NC1CCCC1	-55.3	8.2	9.7	-20.0	-14.9	-31.4	10.6	-22.0	-57.6	5.3	-49.1
Cc1cc(C)nc(NC(=O)CSc2nc3ccccc3s2)n1	-87.2	-2.6	6.3	-32.8	3.4	-53.2	1.4	-56.4	-87.7	9.0	9.5
Cc1ccc(C(=O)NCc2ccc(F)cc2)s1	-19.7	11.7	-13.9	2.4	-2.2	-20.3	8.3	3.1	-16.8	?	-10.2
C=CCNc1ncnc2c1cnn2-c1ccc(Cl)cc1	-87.4	1.4	32.5	-61.7	-65.4	-61.5	1.4	-197.8	-83.8	1.4	-7.8
CCc1nnc(NC(=O)CSc2nnc(Cc3cc(=O)[nH]c(=O)[nH]3)n2-c2cccc(OC)c2)s1	3.4	-1.2	-1.4	14.0	5.4	13.7	-2.3	0.1	-9.8	-4.5	9.1

Some of the compounds tested, so the mix of outcomes need not match the whole.
